PI5P4K alpha inh: blocks human PI5P4K alpha kinase activity; AID 652105; max response, %; hit rate 1.2% among 330,000; PI5P4Kalpha enzyme, ADP-Glo luminescence, 60 min; active compounds read low; active means max response of -50% or lower; inconclusive means between -30% and -50%; inactive means -30% or higher; further: value at the top dose of about 77 µM; on the % scale 0 is the no-effect control and ±100 the full control effect
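Reactions run in 0.038 M HEPES pH 7.4, 0.28 mM EGTA, 0.1% CHAPS and 5% DMSO, with PI5P4Kalpha, substrate, compound and 5 microM ATP final, one hour at room temperature. Readout is ADP-Glo luminescence.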
PLK1 PBD block: blocks phosphopeptide binding to human PLK1 polo-box domain | hit rate 2.8% among 360,000 | P53350 | Potency, µM, for the others: max response, negative = inhibition, actives largely listed as inhibitors | AID 720504 | Plk1 PBD binding of FITC phosphopeptide, fluorescence polarization; further: potency means the concentration at half of the fitted maximal effect; series mostly up to about 57 µM; on the % scale 0 is the no-effect control and ±100 the full control effect; nearly all actives have a fitted effect of over 65% in size
EPAC1 agonist: activates human EPAC1 exchange factor. O95398. EPAC1 agonist qHTS, biochemical assay; response scale: 100% = response to 6.5 mM cAMP. Potency, µM (titrated, usually from 154 µM), for inactives: at the highest dose activation, hits mostly activators. hit rate 0.073% among 360,000; further: potency means the concentration at half of the fitted maximal effect; nearly all actives have a fitted effect of over 60% in size
Target sequence (O95398 whole entry, looked up): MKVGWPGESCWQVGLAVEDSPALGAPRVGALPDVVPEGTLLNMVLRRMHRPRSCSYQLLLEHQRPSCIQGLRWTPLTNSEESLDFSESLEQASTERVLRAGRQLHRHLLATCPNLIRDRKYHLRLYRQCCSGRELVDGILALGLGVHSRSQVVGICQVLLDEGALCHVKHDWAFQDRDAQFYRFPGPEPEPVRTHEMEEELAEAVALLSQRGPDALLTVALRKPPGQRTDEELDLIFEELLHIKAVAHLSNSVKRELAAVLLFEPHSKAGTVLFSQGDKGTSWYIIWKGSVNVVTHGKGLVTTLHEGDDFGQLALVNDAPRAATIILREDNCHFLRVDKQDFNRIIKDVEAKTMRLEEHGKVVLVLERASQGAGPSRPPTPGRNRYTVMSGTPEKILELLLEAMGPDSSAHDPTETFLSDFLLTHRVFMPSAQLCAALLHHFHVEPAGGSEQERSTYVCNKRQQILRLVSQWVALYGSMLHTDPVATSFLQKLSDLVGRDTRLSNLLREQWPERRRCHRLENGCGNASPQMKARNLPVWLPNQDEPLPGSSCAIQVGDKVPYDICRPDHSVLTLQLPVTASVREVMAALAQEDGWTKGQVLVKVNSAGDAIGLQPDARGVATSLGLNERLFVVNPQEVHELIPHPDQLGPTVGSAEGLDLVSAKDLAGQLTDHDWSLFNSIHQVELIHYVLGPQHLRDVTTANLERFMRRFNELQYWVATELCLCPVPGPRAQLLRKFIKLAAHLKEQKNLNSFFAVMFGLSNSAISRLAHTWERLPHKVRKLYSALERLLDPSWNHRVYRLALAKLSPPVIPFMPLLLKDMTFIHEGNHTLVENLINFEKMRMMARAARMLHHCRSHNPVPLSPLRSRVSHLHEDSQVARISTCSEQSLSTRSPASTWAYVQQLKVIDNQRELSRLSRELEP
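EPAC1 100 nM, Rap1B–BODIPY-GDP 250 nM, unlabeled GDP 50 uM; compound titration; 5 min RT; kinetic read ex480/em540 at 5-min intervals ×30 min; data normalized to 6.5 mM cAMP agonist control.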
EPAC1 antag: blocks human EPAC1 exchange factor; Potency, µM (top dose mostly 115 µM), for the others: top-dose activity change, negative = inhibition, usual class: inhibitors; hit rate 0.14% among 360,000; EPAC1 GEF assay, Rap1b-BODIPY-GDP exchange fluorescence;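 further: potency means the concentration at half of the fitted maximal effect; plate controls were vehicle for no effect and positive control for full effect; nearly all actives have a fitted effect of over 50% in size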
IL2 activator: IL-2 activation; IL-2 activation reporter assay, cell-based qHTS; stimulated with anti-CD3/CD4/CD28 beads; in transgenic mouse T cells; activation, % (series mostly up to about 46 µM); hit rate 0.065% among 360,000; AID 652025; in the data active means activation above about 50%; inconclusive means mostly about 30% to 49%; further: 0% is about no effect
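EGFP and DsRed fluorescence is measured by plate cytometry in unstimulated transgenic mouse T cells exposed to compound for 60 minutes, then stimulated 18 hours at 37 degrees C with anti-CD3/anti-CD4 beads plus anti-CD28.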
WRN inhibitor: WRN helicase (human) inhibition | Q14191 | WRN helicase unwinding, fluorescent forked duplex, kinetic | Potency, µM (series often up to 114 µM), for the others: at the highest dose activity change, negative = inhibition, most hits filed as inhibitors | hit rate 0.46% among 360,000; further: potency means the concentration at half of the fitted maximal effect; on the % scale 0 is the no-effect control and ±100 the full control effect; nearly all actives have a fitted effect of over 55% in size
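Kinetic fluorescence helicase assay: unwinding of a quenched forked DNA duplex (100 nM final) with 2 mM ATP final raises red fluorescence (525/598 nm). Compounds sat 15 min at room temperature with 20 nM WRN beforehand.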
FUS yeast rescue: rescues growth of FUS-expressing yeast; S. cerevisiae FUS-expressing, growth rescue, OD600, 24 h; Potency, µM (top dose mostly 76.6 µM), for inactives: top-dose growth rescue (activation), most hits filed as activators; hit rate 0.24% among 390,000;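 further: potency means the concentration at half of the fitted maximal effect; plate controls were DMSO vehicle for no effect and reference control for full effect; nearly all actives have a fitted effect of over 55% in size; some results filed as inactive show a strong effect at the top dose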
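Absorbance at 600 nm, taken 24hr after compound addition, measured rescue of FUS-yeast growth at 30C. Induction used 2% galactose with seeding at OD 0.005. Controls: CP55940 from 92uM final, DMSO only.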
Abeta rescue: restores growth of yeast expressing A-beta42 peptide. yeast expressing A-beta42, growth rescue, OD600, 48 h; response scale: 0% DMSO, 100% iron-clioquinol control. Potency, µM (highest dose often 46.1 µM), inactives show at the highest dose growth rescue, hits mostly activators. hit rate 0.063% among 410,000; further: potency means the concentration at half of the fitted maximal effect; nearly all actives have a fitted effect of over 55% in size
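Yeast A-beta toxicity model in growth medium with pinned compounds, 48 h at 30 C; growth read as absorbance at 600 nm. Normalized to FeCl3/clioquinol equimolar mix (positive) and DMSO (negative).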
Starred values were filed as active, the others as inactive; u = inconclusive; x = no result given; [ ] = dose if it differs, or a comment. Unless noted, the call rests on the fitted dose curve; in most records, active means well fitted curve in the direction sought with a large enough effect; inconclusive means small, poorly fitted or top-dose-only effect, or another doubt; inactive means no such curve, though single readings can be large; an effect the other way counts as inactive or inconclusive.

SMILES	PI5P4K alpha inh	PLK1 PBD block	EPAC1 agonist	EPAC1 antag	IL2 activator	WRN inhibitor	FUS yeast rescue	Abeta rescue
Cc1nn(-c2ccccc2)c(C)c1/C=N/NC(=O)c1cccs1	-13	-2%	-11%	-6%	-0.4	-10%	x	3%
CC(=O)c1ccc(Nc2nc(C(N)c3ccccc3Cl)cs2)cc1 (centres undefined)	2	-10%	2%	28%	-0.3	-9%	12%	-2%
O=c1[nH]nc(Cc2ccc([N+](=O)[O-])cc2)c2ccccc12	u	2%	5%	-7%	-2.4	-11%	12%	-5%
COc1ccc(NC(=O)C2C3C=CC(C3)C2C(=O)O)cc1 (centres undefined)	3	-16%	5%	-7%	-2.1	2%	-11%	8%
CCOC(=O)c1c(C)cc(O)cc1O	0	0%	11%	11%	-0.1	-1%	1%	-15%
CC(=O)c1ccn(S(=O)(=O)c2ccccc2)c1	0	-5%	-15%	-27%	0.6	-21%[57.1 µM]	0%	-8%
Clc1cccc(-c2ccc(CNCCCN3CCOCC3)o2)c1	3	2%	5%	-5%	1.6	-3%	12%	5%
CCC1CCCCN1CCCNC(=O)Cn1ncc2c(C)n(Cc3ccccc3Cl)c(C)c2c1=O (centres undefined)	-12	-3%	9%	-11%	-2.3	-7%	1%	-4%
CCOc1ccccc1C(=O)NC(C(=O)Nc1cccc(S(N)(=O)=O)c1)C(C)C (centres undefined)	0	-19%	-2%	12%	3.1	3%	8%	3%
CCOC(=O)c1cc2sccc2n1CC(=O)Nc1ccc(OC)c(OC)c1	x	-1%	-15%	5%	-2.7	-5%	35%	8%
CC1CCN(C(=O)CSc2nncn2-c2ccccn2)CC1	-6	27µM*	1%	0%	-0.8	1%	5%	4%
COC(=O)c1ccc(N=Cc2c(C(F)(F)F)[nH][nH]c2=O)cc1	-1	-3%	0%	19%	-1.4	0%	9%	-3%
CCOc1ccc(NC(=O)c2nnn(CC(=O)Nc3ccccc3OCC)c2N)cc1	-1	-2%	-9%	0%	-1.1	-1%	7%	20%
COc1cccc(CN2CC(C(=O)NCCOc3ccccc3)CCC2=O)c1 (centres undefined)	8	3%	0%	10%	-0.2	-6%	26%	3%
O=C(NC1CCS(=O)(=O)C1)c1cn(-c2ccccc2)nc1-c1ccccc1 (centres undefined)	-1	-18%	-3%	20%	-0.2	2%	-7%	-15%
O=S(=O)(NC1CCN(Cc2ccccc2)CC1)c1cccc(S(=O)(=O)N2CCOCC2)c1	3	-4%	-4%	-3%	-2.2	-3%	12%	19%
COc1ccccc1NC(=O)C1=C(C)NC(=O)NC1c1cccc(OC)c1OC (centres undefined)	-2	0%	2%	-7%	-0.1	4%	1%	13%
O=c1[nH][nH]cc1C=Nc1ccc(Oc2ccccc2)cc1	-3	0%	3%	19%	-1.8	-7%	1%	-12%
Cc1cccc(C)c1NC(=O)Nc1nnc([C@@H]2C[C@H](O)[C@@H](CO)O2)s1	-3	-13%	-5%	7%	-0.2	6%[57.1 µM]	-17%	-15%
Cc1cc(OCC(O)CN2CCCC2)ccc1C(C)C (centres undefined)	0	-3%	-1%	-20%	-1.7	5%	-7%	-10%

The final 2 entries of the part before come first, to join the parts.
SMILES	PI5P4K alpha inh	PLK1 PBD block	EPAC1 agonist	EPAC1 antag	IL2 activator	WRN inhibitor	FUS yeast rescue	Abeta rescue
Cc1cccc(C)c1NC(=O)Nc1nnc([C@@H]2C[C@H](O)[C@@H](CO)O2)s1	-3	-13%	-5%	7%	-0.2	6%[57.1 µM]	-17%	-15%
Cc1cc(OCC(O)CN2CCCC2)ccc1C(C)C (centres undefined)	0	-3%	-1%	-20%	-1.7	5%	-7%	-10%
NC(c1ccccc1)c1csc(NC(=O)Nc2ccccc2Oc2ccccc2)n1 (centres undefined)	-3	3%	-3%	-7%	-0.9	1%[57.1 µM]	u	-10%
CC(C)c1cc(CN2CCN(Cc3ccc(F)c(F)c3)C(CCO)C2)[nH]n1 (centres undefined)	0	0%	-5%	12%	1.7	2%	5%	10%
O=C(O)CC(NC(=O)Cc1ccc(Cl)cc1)c1ccco1 (centres undefined)	5	-19%	-7%	-3%	0.1	7%	22%	-12%
CCOc1cc(S(=O)(=O)NCc2ccc3c(c2)OCO3)ccc1F	4	-4%	1%	0%	-3.0	1%	-30%	-17%
Cc1ccc(C(=O)N2CCN(c3ncccn3)CC2)cc1S(=O)(=O)N1CCCCC1	3	0%	-5%	1%	-3.6	-5%	x	3%
Cc1ccc(NC(=O)C(C)Sc2nnc(C3CC3)n2C2CC2)cc1S(=O)(=O)N1CCOCC1 (centres undefined)	3	3%	-3%	-10%	1.1	5%	34%	1%
Cc1cc2oc(=O)cc(Cn3ccnc3)c2cc1O	-3	-9%	10%	8%	-1.0	-3%	-36%	-2%
COc1ccc(/C=C(\NC(=O)c2ccccc2)C(=O)N2CCN(C)CC2)cc1	2	-11%	1%	-5%	-0.6	0%	8%	-7%
CCN(CC)Cc1nc2c(c(=O)[nH]1)C(CC)(CC)Cc1ccccc1-2	-1	-1%	-7%	-13%	0.9	-4%	18%	-6%
CCCC(=O)Nc1ccc(C(=O)NCc2ccccn2)cc1	0	4%	-1%	-5%	-0.4	6%	1%	-6%
CCCCN1C(=N)N([C@@H](C)CN2CCC[C@H]2CN2C(N)=NC[C@H]2C(C)C)C[C@H]1[C@H](C)CC	-5	-9%	-17%	9%	0.8	-5%	-23%	-8%
Cc1nnc(SCC(=O)Nc2cccc(S(N)(=O)=O)c2)n1-c1ccccc1	0	-5%	5%	-1%	0.3	-4%	-11%	-12%
CC(C)(C)OC(=O)NOCC(=O)N(CC(=O)c1ccccc1)Cc1ccccc1	2	-4%	-19%	1%	0.8	-3%	11%	0%
COc1ccc2c(CC(=O)NCc3ccc4c(c3)OCO4)coc2c1	x	-16%	7%	0%	-1.4	u	u	3%
CC(C)Cc1nc(Nc2ccccc2C#N)c2nnn(Cc3ccccc3)c2n1	11	0%	2%	-9%	-3.5	-6%	33%	32%
COCCNC(=O)CS(=O)Cc1nc(-c2ccc(OC)cc2)oc1C (centres undefined)	-3	-4%	9%	-19%	-2.1	-8%	-6%	2%
O=C(c1ccc(Oc2cc(Cl)cc(Cl)c2)o1)N1CCCCC1	-1	1%	3%	4%	0.6	-5%	33%	3%
c1ccc(CCNc2ccc3ncc(-c4cccc5ccccc45)n3n2)nc1	8	0%	-3%	0%	-0.4	4%[57.1 µM]	-17%	-13%
Cc1ccccc1-c1nc2sc(-c3ccccc3)cc2c(=O)o1	0	-2%	3%	23%	0.8	3%	7%	8%
CCOC(=O)c1c(S(=O)(=O)N2CCCC(C)C2)c(C)n(C)c1C (centres undefined)	1	-1%	-7%	11%	-0.1	2%[57.1 µM]	14%	-5%

Record cards, as listed above:
`CC(=O)c1ccc(Nc2nc(C(N)c3ccccc3Cl)cs2)cc1` (centres undefined) is entered as PI5P4K alpha inh: 2; PLK1 PBD block: -10%; EPAC1 agonist: 2%; EPAC1 antag: 28%; IL2 activator: -0.3; WRN inhibitor: -9%; FUS yeast rescue: 12%; Abeta rescue: -2%
`CCOc1ccc(NC(=O)c2nnn(CC(=O)Nc3ccccc3OCC)c2N)cc1` is entered as PI5P4K alpha inh: -1; PLK1 PBD block: -2%; EPAC1 agonist: -9%; EPAC1 antag: 0%; IL2 activator: -1.1; WRN inhibitor: -1%; FUS yeast rescue: 7%; Abeta rescue: 20%
`Cc1ccc(C(=O)N2CCN(c3ncccn3)CC2)cc1S(=O)(=O)N1CCCCC1` is entered as PI5P4K alpha inh: 3; PLK1 PBD block: 0%; EPAC1 agonist: -5%; EPAC1 antag: 1%; IL2 activator: -3.6; WRN inhibitor: -5%; FUS yeast rescue: x; Abeta rescue: 3%

(next part)
SMILES	PI5P4K alpha inh	PLK1 PBD block	EPAC1 agonist	EPAC1 antag	IL2 activator	WRN inhibitor	FUS yeast rescue	Abeta rescue
Cc1ccc(OCCNC(=O)c2ccc(C)o2)cc1	-3	-4%	-10%	21%	0.6	10%	4%	-13%
Cc1ccccc1C(=O)Nc1ccc2c(c1)nc(CCNC(=O)c1ccco1)n2C	0	-20%	4%	3%	-1.6	1%	15%	2%
O=C(Nc1cnccn1)c1ccc(Cl)cc1	-4	-15%	9%	-6%	0.7	6%	25%	-3%
CC(C)(C)OC(=O)C[C@@H]1C/C=C\C[C@H](CC(=O)N[C@@H](CO)Cc2ccccc2)C(=O)N[C@H](Cc2ccccc2)COC1=O	-6	-5%	-3%	-7%	0.2	10%	u	3%
Cc1cc(F)ccc1NC(=O)CCCN(C)S(=O)(=O)c1ccc(F)cc1	5	-10%	-10%	18%	-3.0	-2%	10%	-13%
O=C(NCCN1C(=O)CSC1=O)C1CC(=O)N(c2ccccc2)C1 (centres undefined)	-14	-6%	-1%	0%	-0.6	-1%	3%	1%
COc1ccc(Cc2c(-c3ccc(C#N)cc3)nc3c(Cl)cc(C(F)(F)F)cn23)c(C)c1	2	-14%	-10%	0%	0.1	2%	4%	-17%
CC(=O)Nc1ccc(C(=O)OC2CCOC2=O)cc1 (centres undefined)	0	-7%	1%	6%	0.8	1%	3%	0%
CCOC(=O)c1c(C)c2c(n1C)CCC/C2=N\O	112	-7%	6%	-15%	-0.3	-23%	-54%	11%[9.22 µM]
Cc1ccc(OCC(=O)NNC(=O)c2ccc3c(=O)n4c(nc3c2)CCC4)cc1	-9	4%	5%	5%	-1.8	-17%	18%	-6%
O=C(Nc1cc(C(F)(F)F)ccc1N1CCOCC1)c1cnccn1	3	-20%	0%	u	-3.9	3%	-1%	1%
O=C(NNC(=O)C12CC3CC(CC(O)(C3)C1)C2)c1ccccc1O	4	2%	-10%	14%	-0.8	12%	17%	-13%
O=C(CSc1ccc2c(c1)OCCO2)NCc1ccccc1	5	-8%	-5%	0%	-0.1	-4%	-12%	-4%
COc1ccc(-c2[nH]ncc2CN(C)C(C)c2ccncn2)c(F)c1 (centres undefined)	-1	-6%	2%	-1%	-3.1	-13%	-6%	-3%
COc1ccc(C(=O)N2CCC(C(=O)Nc3ccc(OC)c(OC)c3)CC2)cc1	0	-5%	2%	9%	0.3	7%	3%	-5%
NC(=O)CNC(=O)c1ccc(Cl)cc1	5	-9%	-1%	-19%	1.2	u	13%	-10%
Cc1nn2c3ccccc3nc2c2ccccc12	-4	-7%	-18%	-15%	-1.7	-11%	5%	-16%
COc1ccccc1N1CC(C(=O)Nc2nnc(SCC(=O)N3CCCC3)s2)CC1=O (centres undefined)	-19	u	-20%	-5%	-1.0	-19%	15%	8%

An unsorted share of the library; any-hit rate near 4.1%.
